# Compound activity: PubChem, several laboratories
# CHRM5 agonist – agonists of human muscarinic M5 receptor (CHRM5). AID 624037. CHO-K1 hM5 cells, Fluo-8 calcium fluorescence; 0% DMSO wells, 100% maximal acetylcholine response. actives 0.19% (n = 360,000). activation, % at 3 µM. P08912;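 active = activation above the run's mean over test compounds plus 3 SD, cut at about 23% in these data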;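 note: signal is peak over basal fluorescence ratio across the kinetic read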
# CRFBP-R2 agonist – agonists of human CRF-binding protein/CRF-R2 receptor complex; HEK293 CRF-R2/CRF-BP, calcium dye fluorescence (FLIPR); percent of saturating CRF peptide response; activation, % at 13.2 µM; actives 0.46% (n = 350,000); AID 588473;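 active = activation of at least 50%, plus an integration ratio under a set limit after plate pattern correction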;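 note: plate controls were neutral control wells without compound for no effect and CRF at EC100 for full effect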
# M4 PAM – positive allosteric modulators of human muscarinic M4 receptor; AID 624126; CHO-K1 hM4/Gqi5, Fluo-8 calcium fluorescence, ACh EC20; 0% = ACh EC20, 100% = maximal ACh; activation, % at 3 µM; actives 0.4% (n = 360,000); P08173;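 active = activation above its plate's cutoff, the mean activation of sample wells plus 3 SD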; note: some results filed as inactive read as strong as hits
# Target sequence (P08173 whole entry, looked up): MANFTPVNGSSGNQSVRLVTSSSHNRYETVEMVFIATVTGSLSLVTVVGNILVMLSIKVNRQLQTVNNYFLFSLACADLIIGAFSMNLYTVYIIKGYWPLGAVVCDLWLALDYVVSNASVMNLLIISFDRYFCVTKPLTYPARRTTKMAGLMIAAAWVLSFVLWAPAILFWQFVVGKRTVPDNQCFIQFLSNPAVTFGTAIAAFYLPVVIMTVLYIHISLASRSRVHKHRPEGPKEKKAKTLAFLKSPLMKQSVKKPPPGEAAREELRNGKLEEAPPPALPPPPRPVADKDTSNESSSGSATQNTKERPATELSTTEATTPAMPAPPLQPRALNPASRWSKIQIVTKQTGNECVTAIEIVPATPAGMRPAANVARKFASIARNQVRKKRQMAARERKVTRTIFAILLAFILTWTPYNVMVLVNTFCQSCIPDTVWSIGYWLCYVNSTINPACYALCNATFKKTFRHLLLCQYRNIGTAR
# CHRM1 PAM – human CHRM1 positive allosteric modulation; CHO-K1 hM1, Fluo-8 calcium fluorescence, ACh EC20; 0% = ACh EC20, 100% = maximal ACh; activation, % at 3 µM; actives 0.088% (n = 360,000); in the data active = activation above about 19%, passing the limit was not always enough
# Target sequence (P11229 whole entry, looked up): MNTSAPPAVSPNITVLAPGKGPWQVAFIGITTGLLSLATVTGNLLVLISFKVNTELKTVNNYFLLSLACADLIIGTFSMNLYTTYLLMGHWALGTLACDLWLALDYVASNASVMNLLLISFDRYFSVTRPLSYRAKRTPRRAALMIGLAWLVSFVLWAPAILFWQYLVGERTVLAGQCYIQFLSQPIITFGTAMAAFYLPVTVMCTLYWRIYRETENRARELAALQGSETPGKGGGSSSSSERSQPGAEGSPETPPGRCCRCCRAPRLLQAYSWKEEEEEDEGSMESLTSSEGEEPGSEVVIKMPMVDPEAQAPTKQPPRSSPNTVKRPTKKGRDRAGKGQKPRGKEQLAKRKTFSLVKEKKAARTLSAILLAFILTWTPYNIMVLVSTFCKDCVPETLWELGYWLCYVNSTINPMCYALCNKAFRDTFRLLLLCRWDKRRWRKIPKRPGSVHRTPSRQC
# CHRM4 antagonist – CHRM4 antagonism in calcium assay. inhibition, % at 3 µM. P08173. AID 624125. actives 0.73% (n = 360,000). CHO-hM4 cells, ACh EC80, Fluo-8 calcium fluorescence;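 active = inhibition above its plate's cutoff, the mean inhibition of sample wells plus 3 SD, cut at about 27% in these data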;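 note: 0% = acetylcholine EC80 with DMSO and 100% = DMSO without agonist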
# M4 ag – agonists of human muscarinic M4 receptor (CHRM4); actives 0.14% (n = 360,000); CHO-K1 hM4/Gqi5, Fluo-8 calcium fluorescence; vehicle 0%, full acetylcholine response 100%; P08173; activation, % at 3 µM;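 active = activation above the run mean over all test wells plus 3 SD, cut at about 32% in these data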;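 note: peak over basal fluorescence ratio per well then scaled between controls; 0% = DMSO wells and 100% = acetylcholine at EC100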
# M5 antag – CHRM5 antagonism in calcium assay; P08912; CHO-hM5 cells, Fluo-8 calcium fluorescence, ACh EC80; inhibition, % at 3 µM; actives 0.59% (n = 360,000); AID 624040;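 active = inhibition above a per-plate cutoff, the mean of that plate's test compounds plus 3 SD, cut at about 27% in these data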;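 note: 0% = acetylcholine EC80 with DMSO and 100% = DMSO without agonist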
# M1 antag – antagonists of human M1 muscarinic receptor; P11229; CHO-K1 hM1, Fluo-8 calcium fluorescence, ACh EC80 antagonist; inhibition, % at 3 µM; actives 1.3% (n = 360,000); AID 588852;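 active = percent inhibition above its own plate's cutoff, namely the mean of that plate's compound wells plus 3 SD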;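 note: peak over basal fluorescence ratio during 140 s after agonist addition; 0% = ACh EC80 plus DMSO and 100% = DMSO alone without agonist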
# CHRM5 PAM – potentiates acetylcholine response at human M5 receptor. actives 0.3% (n = 360,000). activation, % at 3 µM. CHO-K1 hM5, Fluo-8 calcium, ACh EC20 PAM; 0% = ACh EC20, 100% = ACh EC100. AID 624038;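 active = activation above the run cutoff, the mean activation of all test compounds plus 3 SD, cut at about 18% in these data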
#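 Assay system: CHO-K1 hM5 cells / Incubation: Fluo-8 loading 80 min at 37 °C plus 30 min room temperature / Technique: Fluo-8 calcium dye fluorescence, kinetic read / Repeats: single replicate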
# * = called active by the depositor; · = no result given.
SMILES,CHRM5 agonist,CRFBP-R2 agonist,M4 PAM,CHRM1 PAM,CHRM4 antagonist,M4 ag,M5 antag,M1 antag,CHRM5 PAM
CC1CCCC(NC(=O)C2N(CCCN3CCCC3)C(=O)C3C(C(=O)Nc4ccc(Cl)cc4)C4C=CC32O4)C1C (stereo not given),-3.5,2.0,-0.3,3.5,-11.9,0.1,1.0,-12.9,-4.0
COc1cc(NC(=O)Cn2cnc(S(=O)(=O)N3CCc4ccccc43)c2)cc(OC)c1OC,-3.3,0.0,-3.7,1.4,-4.9,0.5,4.5,-4.0,-0.4
CCN(CC)CCOC(=O)c1ccc(NC(=O)CCCN2C(=O)S/C(=C/c3ccc(OC)cc3)C2=S)cc1,-7.7,2.3,-10.6,-19.9,-7.7,1.8,16.4,19.0,-14.4
Cn1c(=O)c2cccnc2c(=O)n1C,0.4,-1.0,-2.9,9.5,3.0,-0.3,2.8,-9.4,-1.6
CN(c1ccc(OCc2nnc(-c3ccccc3)o2)cc1)S(=O)(=O)c1ccccc1,2.3,0.7,6.6,5.4,-8.4,9.6,4.0,-46.1,-2.7
CC(=O)NC(c1ccccc1)c1nc(-c2cccc(F)c2)cs1 (stereo not given),-0.4,·,-1.0,-2.8,4.8,0.3,-1.6,4.8,0.1
N#C/C=C1/NC(=O)c2ccccc2S1,-4.5,6.3,0.5,1.0,-9.1,1.5,2.6,0.1,-3.9
Cc1nn(C)cc1-c1n[nH]c(=S)n1-c1ccc(Cl)cc1,-2.3,1.1,4.1,10.9,-3.4,0.4,1.4,-6.0,-3.9
CC(C)c1nc(SCC(=O)N2CCCC2)c2c(=O)n(C)c(=O)n(C)c2n1,0.5,-2.2,-15.0,-11.2,6.6,8.8,1.8,7.8,-9.1
CCCC(c1nnnn1CS(=O)(=O)c1ccc(C)cc1)N1CCN(c2ccc(F)cc2)CC1 (stereo not given),-2.7,-0.5,-1.0,8.8,-3.8,0.2,-5.2,-9.5,-2.2
CC(=O)c1ccc(-c2[nH]c3ccccc3c2CCN2C(=O)c3ccccc3C2=O)cc1,-0.3,-0.8,-11.1,-16.3,7.1,11.0,13.5,18.5,-8.7
C/C(=N/NC(=S)Nc1cccc(C)c1)c1cccc([N+](=O)[O-])c1,-3.9,0.5,-3.1,10.9,1.5,-0.2,-4.3,-9.2,-0.5
COc1ccc(NC(=O)Cn2nnc(C(=O)NCCc3ccccc3)c2N)c(OC)c1,-3.6,-2.2,2.2,-0.7,-0.7,0.5,4.5,8.3,-5.9
O=C(NCCC1=CCCCC1)c1cccc(S(=O)(=O)N2CCCCC2)c1,-2.7,-0.1,4.1,-1.3,-2.6,1.0,4.2,1.6,3.1
COc1ccccc1CCNC(=O)C(=O)NCC1OCCN1S(=O)(=O)c1ccc(OC)c(OC)c1 (stereo not given),2.2,-2.0,9.0,9.8,-21.9,4.8,1.8,-10.0,-9.0
CCN(CC)c1ccc(C(=O)NNC(=O)C2CSC3(C)CCC(=O)N23)cc1 (stereo not given),2.0,-1.0,5.4,16.0,-0.2,0.9,1.0,-3.1,-2.2
CCOc1cc(/C=N\NC(=O)c2ccc(C)nc2)ccc1OC(=O)c1ccc(F)cc1,-0.7,-2.9,0.9,4.1,-16.3,2.3,0.2,-7.9,1.9
O=C1NC(=O)C(c2ccccc2)(c2ccc(O)cc2)N1 (stereo not given),-2.5,1.0,-2.6,12.5,8.9,0.8,5.6,-11.0,-1.7
CCOc1ccc(C(CC(=O)O)NC(=O)C23CC4CC(CC(C4)C2)C3)cc1 (stereo not given),1.8,0.7,9.1,5.9,-1.6,0.7,-2.4,-15.1,0.1
CC[C@H](C)[C@H](NC(=O)OCc1ccccc1)C(=O)OCC(=O)N(C)CC(=O)Nc1ccccc1Cl,0.5,-0.7,0.2,-4.2,-1.0,5.7,9.8,13.5,-10.8
CN1CCN(CCCN(Cc2ccco2)C(=S)Nc2ccc(Cl)cc2)CC1,-5.2,-1.6,-3.6,11.8,8.2,2.0,4.8,-13.7,-0.8
CC(=O)N1C(C)c2ccccc2C(C)(C)CC12CCCCC2 (stereo not given),-2.3,27.8,-0.8,1.4,-18.8,-0.7,3.0,-10.0,-6.5
C=CCOC(=O)C1=C(C)NC(=O)NC1c1ccc(OC(=O)c2ccco2)c(OC)c1 (stereo not given),1.0,-1.2,3.7,4.0,2.2,1.8,3.1,0.5,-4.2
O=C(/C=C/c1ccccc1)c1ccoc1,0.1,-0.2,5.3,7.2,5.4,1.1,0.8,-13.0,0.4
CCN(CC)S(=O)(=O)c1ccc(N2CCOCC2)c(NC(=O)CSCc2c(C)noc2C)c1,-2.5,-1.7,0.7,-4.0,-0.8,-0.1,11.0,14.5,-3.4
CN1C(=O)/C(=C\c2ccc(N(C)C)cc2)OC1=S,95.6*,210.9*,-10.8,-21.8,4.0,29.5,23.9,38.8*,-15.0
O=C(Nc1ccc(Cl)c([N+](=O)[O-])c1)c1ccncc1,0.9,3.1,1.1,0.6,-10.1,2.6,2.8,-3.2,-2.6
O=C1C(c2ccnc3ccccc23)=C(O)c2ccccc21,-1.6,7.7,7.2,1.9,9.2,0.3,1.1,-2.0,-4.3
O=[N+]([O-])c1ccc(S(=O)(=O)NN=Cc2ccc(Cl)c(Cl)c2)cc1,3.4,-1.3,8.9,4.5,-6.8,1.6,10.4,-2.6,-0.8
CSc1nc2ccc3nc(NC(=O)c4ccc(Cl)s4)sc3c2s1,3.3,-0.2,1.0,5.2,-2.3,-0.1,-1.7,-6.4,-1.0
CCOC(=O)COc1ccc(S(=O)(=O)Nc2ccc(C)cc2)cc1,16.8,5.8,-0.9,0.6,1.1,10.8,-0.8,1.1,-5.7
CCS(=O)(=O)c1ccc2oc(Nc3cc(C)cc(C)c3)nc2c1,-6.6,0.4,-1.0,0.5,-1.3,-1.2,2.6,-1.3,-10.7
Cc1cccc(NS(=O)(=O)c2cccs2)c1,-0.2,2.0,0.6,1.7,4.9,0.9,2.1,-8.3,2.2
CSc1nc(N)nc2c1ncn2CC(=O)NCC1CCCO1 (stereo not given),-0.9,-0.6,5.3,13.2,-17.7,0.8,-6.3,-19.7,2.5
COc1cccc(/C=N/NC(=O)c2ccc3nc[nH]c3c2)c1O,1.6,-1.3,-9.5,-0.5,0.5,3.9,20.4,2.7,-18.2
Cc1cccc(Oc2nc(CN3CCOCC3)nc3sc4c(c23)CCCC4)c1,-0.9,0.6,-9.1,-6.0,4.8,0.4,4.1,10.9,-6.1
COc1ccc(C(C(=O)NC2CCCCC2)N(C(=O)c2ccco2)c2ccc(-n3cnnn3)c(C)c2)cc1 (stereo not given),-0.9,-0.2,10.5,10.7,2.0,1.2,-6.5,-6.5,0.2
COc1ccc(S(=O)(=O)NCCc2nnc3ccc(SCc4cccnc4)nn23)cc1,-6.1,0.8,-7.7,0.7,7.8,-0.5,-2.6,3.5,2.7
CCC(=O)NCCc1nc2ccccc2n1CC(=O)c1ccccc1,1.8,-3.6,7.8,-0.1,1.1,0.9,2.1,8.2,-0.7
CCn1c2ccccc2c2cc(NC(=O)CSc3nnc(-c4ccc(OC)c(OC)c4)n3N)ccc21,-0.5,-0.6,7.5,11.4,12.1,-0.6,5.6,-2.0,-2.2

# 4 records drawn at random from those above, as already listed:
SMILES,CHRM5 agonist,CRFBP-R2 agonist,M4 PAM,CHRM1 PAM,CHRM4 antagonist,M4 ag,M5 antag,M1 antag,CHRM5 PAM
O=[N+]([O-])c1ccc(S(=O)(=O)NN=Cc2ccc(Cl)c(Cl)c2)cc1,3.4,-1.3,8.9,4.5,-6.8,1.6,10.4,-2.6,-0.8
CCS(=O)(=O)c1ccc2oc(Nc3cc(C)cc(C)c3)nc2c1,-6.6,0.4,-1.0,0.5,-1.3,-1.2,2.6,-1.3,-10.7
CCN(CC)S(=O)(=O)c1ccc(N2CCOCC2)c(NC(=O)CSCc2c(C)noc2C)c1,-2.5,-1.7,0.7,-4.0,-0.8,-0.1,11.0,14.5,-3.4
O=C(Nc1ccc(Cl)c([N+](=O)[O-])c1)c1ccncc1,0.9,3.1,1.1,0.6,-10.1,2.6,2.8,-3.2,-2.6

# Later entries:
SMILES,CHRM5 agonist,CRFBP-R2 agonist,M4 PAM,CHRM1 PAM,CHRM4 antagonist,M4 ag,M5 antag,M1 antag,CHRM5 PAM
O=C(NC(=S)Nc1ccccc1Cl)c1cncc(C#Cc2ccccc2)c1,3.0,-1.7,0.1,5.5,3.0,1.0,2.5,-6.0,4.7
O=C(CCNS(=O)(=O)c1ccccc1)N1CCCC1,-3.7,2.2,2.3,4.4,-3.9,-0.1,2.6,-8.8,-2.5
Cc1ccc(S(=O)(=O)N2CCC(=O)N(C(COCc3ccccc3)C(C)C)CC2)cc1 (stereo not given),-1.2,-2.2,-1.4,2.4,-2.5,0.7,5.4,1.0,8.9
Cc1ccc(CNS(=O)(=O)c2ccc3oc(C(=O)O)c(C)c3c2)cc1,-0.4,-3.9,-0.2,8.6,-13.2,-0.3,-2.4,-8.6,0.8
CSc1nsc(/C=C/Nc2ccc(C(=O)O)cc2)c1C#N,-1.5,9.5,3.9,4.1,-5.1,0.9,2.7,-5.4,-2.8
COc1ccccc1C(=O)NNC(=O)c1cc2ccccc2cc1O,-0.7,-2.6,0.5,-4.8,-1.1,2.9,0.8,-6.9,-2.6
O=C(O)c1ccc(-n2cc(-c3cc4ccccc4oc3=O)[nH]c2=S)cc1,-0.7,0.7,1.4,6.6,6.1,-0.2,3.1,-6.8,-4.3
Cn1c(=O)c2ccccc2n(CC(=O)NCCC2=CCCCC2)c1=O,1.0,-1.3,3.6,10.7,-4.8,2.3,3.2,-8.4,5.3
O=C(COCc1ccccc1)N[C@@H]1c2ccccc2CC[C@H]1OCc1ccccc1,-1.8,-0.7,0.8,1.6,-9.3,4.0,-4.2,-6.5,-0.1
CCOC(=O)C1=CCC2C(=O)N(Cc3ccccc3)C(=O)C12 (stereo not given),-6.3,·,1.1,8.7,-4.9,0.4,-2.1,-8.5,1.5
CC(C)CNC(=O)C1C2C=CC(C2)C1C(=O)O (stereo not given),0.6,0.6,-5.1,-7.3,2.6,-0.6,7.8,11.7,-5.3
Cc1cccc(C(=O)OCC(=O)N2CC(C)CC(C)C2)c1C (stereo not given),-0.7,0.9,-2.7,-2.7,-4.3,12.8,12.3,-4.4,-7.1
CC1OC2C(OC1C)N(S(C)(=O)=O)CCN2S(C)(=O)=O (stereo not given),3.5,4.1,5.0,-0.6,-3.1,0.0,-2.7,2.9,7.9
O=C(CN1CCSC1=O)Nc1ccc(N2CCOCC2)cc1,3.1,0.3,2.3,5.9,-13.3,1.0,3.9,-3.1,0.4
C/C(=N\NC(N)=S)C1(C)CCCCC1,-0.7,-1.4,-2.2,-2.1,7.0,1.0,-7.1,-3.0,8.4
O=c1[nH]c(SCc2ccccc2[N+](=O)[O-])nc2nc[nH]c12,-0.5,0.8,0.6,6.3,-2.3,1.5,-8.9,-1.7,1.6
CC(=O)c1cccc(NS(=O)(=O)N2CCCCC2)c1,-1.3,-0.1,21.0,2.9,-16.6,2.2,-10.7,-8.3,2.6
CC(=O)N1CCc2cc(S(=O)(=O)CCC(=O)N3CCC(C)CC3)ccc21,-1.7,0.3,0.0,-3.1,0.3,2.1,14.9,2.5,-7.6

# Rows were taken by chance (roughly 2.8% active in at least one column).
